Screening data (PubChem)
Granule exo inh – lytic granule exocytosis inhibition; actives 0.66% (n = 360,000); TALL-104 LAMP-1 surface exposure, flow cytometry; cells stimulated with thapsigargin and PMA; inhibition, % at 10 µM;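 active = inhibition above about 55%, limit read from the data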
NCOA3 inh – inhibitors of human steroid receptor coactivator 3 (SRC3) | Q9Y6Q9 | HEK293 GAL4-SRC3 luciferase reporter, luminescence | inhibition, % at 3.6 µM | actives 0.17% (n = 360,000) | AID 588352;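 active = inhibition above a per-campaign cutoff, the mean of all compounds plus 3 SD, cut at about 60% in these data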;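 also: 0% = DMSO-treated cells and 100% = gossypol-treated cells at 36 µM; higher means less SRC3-driven luciferase light from the GAL4 reporter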
ABHD5-PLIN5 inh – ABHD5-PLIN5 protein interaction inhibition; Q00G26+Q8WTS1; Split G. princeps luciferase complementation, luminescence, 4 h; inhibition, % at 4 µM; actives 0.78% (n = 360,000); AID 602281;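 active = inhibition above the mean inhibition across every tested compound plus 3 SD, cut at about 22% in these data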;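 also: 0% = DMSO only wells and the 100% control is not disclosed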
NOD2 RIPK2 PPI – NOD2-RIPK2 protein interaction inhibition | CHO BLA complementation NOD2-RIPK2, CCF4 ratio | actives 0.38% (n = 360,000) | inhibition, % at 4.98 µM | O43353; in the data active = inhibition above about 21%;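 also: 0% = vehicle only and 100% = reference blocker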
NR5A2 inv ag – NR5A2 inverse agonism in reporter assay; O00482; HEK293T StAR-luciferase reporter, LRH-1 transfected, 24 h; inhibition, % at 3.6 µM; actives 0.13% (n = 360,000); AID 602396;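 active = inhibition above the mean inhibition of all tested compounds plus 3 SD, cut at about 73% in these data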;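 also: 0% = DMSO wells and 100% = reporter-only cells lacking LRH-1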
Target sequence (O00482 whole entry, looked up): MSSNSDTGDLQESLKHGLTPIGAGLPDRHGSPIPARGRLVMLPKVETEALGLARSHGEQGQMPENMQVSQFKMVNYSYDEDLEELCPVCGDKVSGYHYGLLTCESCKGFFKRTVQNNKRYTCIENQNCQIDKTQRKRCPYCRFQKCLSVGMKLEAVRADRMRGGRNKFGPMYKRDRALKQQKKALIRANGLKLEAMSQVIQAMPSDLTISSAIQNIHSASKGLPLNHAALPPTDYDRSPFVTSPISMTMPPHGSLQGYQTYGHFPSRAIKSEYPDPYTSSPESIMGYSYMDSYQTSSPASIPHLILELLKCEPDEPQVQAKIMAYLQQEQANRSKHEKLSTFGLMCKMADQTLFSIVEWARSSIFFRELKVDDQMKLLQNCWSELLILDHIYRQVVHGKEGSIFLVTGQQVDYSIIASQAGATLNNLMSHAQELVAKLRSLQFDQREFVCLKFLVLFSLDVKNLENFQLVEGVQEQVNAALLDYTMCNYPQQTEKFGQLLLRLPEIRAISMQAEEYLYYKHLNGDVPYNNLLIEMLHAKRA
TROY signal inh – blocks TROY-dependent signaling in reporter cells. Q293 LMP1-TROYcd NF-kB luciferase reporter, 4 h. inhibition, % at 10 µM. actives 0.98% (n = 360,000);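 active = compounds whose plate-normalised and pattern-corrected inhibition of the luciferase reporter signal at the single screening dose is 50% or more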
SRC2 inh – inhibits human steroid receptor coactivator 2; Q15596; HEK293 GAL4-SRC2 luciferase reporter, luminescence; inhibition, % at 9 µM; actives 0.17% (n = 370,000); AID 651957;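 active = inhibition above the mean inhibition of all tested compounds plus 3 SD, set per campaign, cut at about 52% in these data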;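 also: 0% = DMSO treated cells and 100% = cells given Gossypol at 36 µM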
TWEAK Fn14 block – blocks TWEAK-Fn14 interaction in a reporter cell assay. TWEAK-stimulated Fn14 reporter cells, luciferase luminescence, 8 h. inhibition, % at 10 µM. actives 2% (n = 360,000). AID 1159606; in the data active = inhibition above about 50%
NR2F2 inh – NR2F2 (human) inhibition, primary screen; HEK293T NGFI-A luciferase reporter, luminescence; P24468; actives 0.7% (n = 370,000); inhibition, % at 8.6 µM;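 active = inhibition above a per-plate cutoff, mean inhibition of test wells between control levels plus 3 SD, cut at about 38% in these data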;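 also: cells cotransfected with COUP-TFII expression vector driving the NGFI-A reporter; 0% = median of COUP-TF2 test wells and 100% = reporter-only cells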
Target sequence (P24468 whole entry, looked up): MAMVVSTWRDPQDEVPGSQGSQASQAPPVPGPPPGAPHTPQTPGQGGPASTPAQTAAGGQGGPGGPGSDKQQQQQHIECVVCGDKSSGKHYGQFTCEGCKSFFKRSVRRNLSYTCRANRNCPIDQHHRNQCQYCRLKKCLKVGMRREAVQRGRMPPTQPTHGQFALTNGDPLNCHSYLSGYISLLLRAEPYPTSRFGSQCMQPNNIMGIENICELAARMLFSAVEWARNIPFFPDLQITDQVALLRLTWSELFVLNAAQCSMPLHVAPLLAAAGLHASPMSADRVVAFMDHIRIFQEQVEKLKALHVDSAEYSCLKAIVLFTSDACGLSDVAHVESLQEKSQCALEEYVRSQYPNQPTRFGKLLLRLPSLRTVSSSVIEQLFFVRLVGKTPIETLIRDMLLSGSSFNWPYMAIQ
SRC1 inh – inhibits human SRC1 coactivator. actives 0.12% (n = 360,000). HEK293 GAL4-SRC1 luciferase reporter, luminescence. inhibition, % at 3.6 µM. AID 588354. Q15788;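 active = inhibition above the campaign mean plus 3 SD, with each screening campaign given its own cutoff, cut at about 60% in these data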;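 also: 0% = DMSO treated cells and 100% = gossypol at 36 µM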
TLR9-MyD88 block – blocks human TLR9 binding to MyD88; inhibition, % at 4.98 µM; CHO BLA complementation TLR9-MyD88, CCF4 FRET ratio; actives 0.21% (n = 340,000); Q9NR96+Q99836;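 active = inhibition above the mean over all tested compounds plus 3 SD, cut at about 21% in these data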;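 also: 0% = DMSO only wells and 100% = clavulanate BLA inhibitor control wells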
* = called active by the depositor; / = not tested or not shown.

SMILES	Granule exo inh	NCOA3 inh	ABHD5-PLIN5 inh	NOD2 RIPK2 PPI	NR5A2 inv ag	TROY signal inh	SRC2 inh	TWEAK Fn14 block	NR2F2 inh	SRC1 inh	TLR9-MyD88 block
COc1ccc(C(NC(=O)C2CCN(Cc3ccc(Oc4ccccc4)cc3)CC2)c2ccccc2C)cn1 (stereo not given)	50	12	-6	7	-5	23	-31	15	0	0	/
CCC(=O)c1cccc(-c2ccccc2)c1CC	4	9	3	0	-4	-20	9	-22	17	-7	-3
CC1CCN(c2c(NCc3ccc(C(=O)N4CCc5ccccc54)cc3)c(=O)c2=O)CC1	-1	-10	-3	-4	2	29	2	1	13	-10	-11
COc1cc(C(=O)Nc2nc3ccc(C)cc3s2)ccc1OCc1c(C)noc1C	-4	-11	0	1	-14	-19	9	50*	15	-27	-1
COc1cc(NC(=O)CSc2nnnn2Cc2ccccc2)cc(OC)c1	0	6	7	-2	7	-12	4	-7	-4	-6	6
CCOC(=O)c1c(NC(=O)c2ccc(S(=O)(=O)N3CCOCC3)cc2)sc2c1CC(C)(C)NC2(C)C	28	-4	2	-2	-2	0	-8	-16	6	-8	-3
CC(OC(=O)c1cccnc1)C(=O)Nc1ccc2c(c1)OCO2 (stereo not given)	0	4	-1	0	9	2	6	4	5	8	-3
CC1(C)CC(=O)C(C=NCCN2CCN(C(=O)CC3CCCC3)CC2)=C(O)C1	-2	-9	-1	-12	-7	-14	-7	-5	14	0	9
CCOc1ccc(OCc2ccc(C(=O)NCC3CCCO3)o2)cc1 (stereo not given)	0	-10	-1	7	-13	-41	-3	-30	-3	-6	7
COc1ccc(CN2C(=O)[C@@H]3C(c4ccccc4Cl)=NO[C@@H]3C2=O)cc1	-2	5	-1	4	-4	7	-3	10	-15	14	-9
CCOC(=O)C1CCN(C(c2cc3ccc(C)cc3[nH]c2=O)c2nnnn2C2CCCCC2)CC1 (stereo not given)	-1	11	-12	-5	9	12	17	1	6	-62	1
CCOC(=O)c1[nH]c2ccc(OC)cc2c1NC(=S)N1CCN(c2ccccn2)CC1	2	3	0	-5	17	2	-2	-5	-1	-2	-1
Cn1ccsc1=NC(=O)c1ccc(S(=O)(=O)C(F)F)cc1	-3	-38	9	0	-78	-32	-28	-33	-41	-57	-6
Cc1ccc(CSC2=Nc3ccccc3C3=NC(CC(=O)NCc4ccco4)C(=O)N23)cc1 (stereo not given)	-1	-17	2	-10	-11	-62	-30	-7	-17	-31	0
O=C(CC(=O)N1CCOCC1)N1CCOCC1	5	14	-2	5	-4	-12	-46	12	12	9	-2
O=C(CCCOc1ccccc1)n1nnc2ccccc21	1	-2	-2	10	-9	1	-8	15	6	-21	4
CN(C)S(=O)(=O)c1cccc(C(=O)NCC(=O)NC2CCN(Cc3ccccc3)CC2)c1	4	-24	2	7	1	4	-20	5	-6	-3	4
CC1CCc2c(C(=O)Nc3ccc(OC(F)(F)F)cc3)csc2C1 (stereo not given)	0	-16	-4	3	-16	6	6	-56	-13	7	-2
CCc1c(C(=O)N/N=C/c2cn[nH]c2-c2ccc(F)cc2)csc1C	-2	10	-4	-6	-10	-13	16	3	-4	-14	3
Cc1ccc(NC(=O)Cn2cc(C=O)c3ccccc32)cc1C	-5	-3	-1	5	38	8	9	3	26	14	4
Cn1c(Cn2c(=O)sc3ccccc32)nnc1SCC(=O)NCC1CCCO1 (stereo not given)	-1	10	-2	-1	19	-1	-4	-4	13	17	-5
CCOC(=O)N1CCN(c2ccccc2OC)CC1	-5	-1	5	-10	-11	19	4	13	21	12	-4
CS(=O)(=O)c1sc(C(=O)NC(=O)Nc2cccc(C(F)(F)F)c2)c2c1C=CCC2	-5	26	1	1	-3	-17	-2	-6	-29	14	-6
O=C(Nc1ccccc1)c1cccc(C(=O)Nc2ccccc2)n1	-1	-1	8	-4	16	2	27	2	3	2	-7
CCOC(=O)CSC1=N/C(=C/c2ccc(-n3cncn3)cc2)C(=O)N1C(C)=O	2	16	5	-3	11	7	14	-22	20	0	-3
COc1ccc([C@H]2Cc3cccc(O)c3C(=O)O2)cc1O	5	-35	3	-8	-29	-50	-53	-13	7	-38	-15
COc1ccc(C(C)(NC(C)=O)c2nc(-c3cnc4ccccc4c3)cs2)cc1 (stereo not given)	-3	-55	-5	6	-48	-20	-33	-11	-12	-2	/
CC(C)CNC(=O)N[C@@H](CC(C)C)C(=O)O	-1	8	3	-4	4	4	-22	8	-8	-14	-8
CCOc1cc(Br)c(C(=O)O)cc1OCC	-3	20	5	-2	14	-50	2	12	15	7	-9
COc1ccc(C)cc1C1=Nc2ccccc2C1(C)C	-2	-7	-1	1	6	6	-12	-10	-2	11	11
COC(=O)COc1ccc2oc(=O)cc(C)c2c1	6	-28	3	-4	4	-1	-10	2	20	-21	6
CCCCOc1ccc(C(O)(CC)CCN2CCOCC2)cc1 (stereo not given)	-1	2	4	-5	-7	7	-3	5	-6	-13	4
CC(C)(C)C(=O)Nc1ccc(-c2csnn2)cc1	-1	-48	-2	8	-78	-32	-66	-20	-33	-64	5
N#CNC(=Nc1cccc(C(F)(F)F)c1)SCc1ccc(C(=O)O)cc1	-2	5	3	7	5	-14	-1	-2	1	13	-2
CC(=O)Nc1ccc(S(=O)(=O)N2CCN(C(=O)c3ncoc3-c3ccc(F)cc3)CC2)cc1	-8	17	-1	-1	-4	-7	1	3	-1	-16	-16
COc1cc(/C=N/NC(=O)CC2(C)OCCCO2)ccc1OCc1ccccc1	1	-14	3	2	-13	-52	-5	-8	-6	-20	-6
CCOC(=O)/C(C#N)=C\c1c(OCC)n(CC)c2ccccc12	7	19	-5	-11	-5	1	4	-16	14	5	-3
CC(=O)N1c2ccc(C)cc2Sc2c1ccc1ccccc21	1	-2	-13	2	-15	18	8	-36	-12	0	14
CCOC(=O)c1cc2c(=O)[nH]ccc2nc1C	0	8	0	5	-4	-5	-1	-18	3	-16	0
O=C(OCC(=O)N1CCC(Cc2ccccc2)CC1)c1cc(Cl)ccc1O	32	-3	1	6	14	-21	-10	-2	17	-5	8

Look-ups from the results shown.
CCOC(=O)c1cc2c(=O)[nH]ccc2nc1C in TLR9-MyD88 block has 0
CCOc1cc(Br)c(C(=O)O)cc1OCC in Granule exo inh has -3

The list continues:
SMILES	Granule exo inh	NCOA3 inh	ABHD5-PLIN5 inh	NOD2 RIPK2 PPI	NR5A2 inv ag	TROY signal inh	SRC2 inh	TWEAK Fn14 block	NR2F2 inh	SRC1 inh	TLR9-MyD88 block
O=C(Nc1ccccc1F)C1CCCN(S(=O)(=O)c2ccc(-n3cnnn3)cc2)C1 (stereo not given)	-3	-9	1	3	-6	17	-29	8	-1	5	0
Cc1ccc(S(=O)(=O)Nc2cc3c(cc2N2CCOCC2)n(C)c(=O)c(=O)n3C)cc1	22	-13	-6	0	8	-2	20	7	-5	-1	-5
Cc1ccc(NC(=O)CCC(=O)NNC(=O)c2ccccc2[N+](=O)[O-])c(C)c1	-1	2	11	-21	-2	-11	-8	-9	14	0	-3
Cc1ccc(-n2c(SCC(=O)OC(C)C)nnc2-c2ccncc2)cc1	2	-6	2	-15	13	29	-5	-3	9	5	4
Cc1ccc(S(=O)(=O)n2nc(OC(=O)c3cccs3)cc2N)cc1	-2	18	-7	1	5	35	11	10	4	8	4
CN1CCC(n2[nH]c(-c3ccccc3)c(Cc3ccccc3)c2=O)CC1	-1	-20	-42	-14	6	-3	-11	21	3	-20	-5
COc1cccc(-c2ccc(NC(=O)C3CCCN(Cc4cnn(C)c4C)C3)cc2)c1 (stereo not given)	-5	14	9	0	-4	-4	-18	-10	-13	14	-4
CCCN(CCC)CCCNC(=O)CC1Nc2ccccc2NC1=O (stereo not given)	-2	-2	-1	-2	-3	/	11	7	7	3	-1
COc1cc(C(=O)N2CCCCC2c2cc(C(=O)N3CCOCC3)no2)cc(OC)c1C (stereo not given)	-2	2	4	-7	-1	-4	6	-25	-8	17	/
O=C(CSCc1ccccc1)Nc1ccccc1C(=O)Nc1ccc(C(=O)O)cc1	-2	-3	4	-12	1	2	-28	24	-6	4	-1
Cc1ccc(OCC(=O)Nc2cccc(-c3nnc(-c4ccccc4)o3)c2)cc1	3	-80	-11	4	-17	-63	4	30	-2	-52	2
N#Cc1c(NCCO)ccc([N+](=O)[O-])c1NCCO	-9	-5	6	-14	1	-18	-18	0	-9	-3	8
CCOC(=O)CN1C(=O)/C(=C/c2ccc(Cl)cc2)Oc2ccccc21	-6	2	-3	5	1	-6	0	1	9	3	-5
CC1(C)CN(c2ccc(-c3ccnc4ncnn34)cc2)C1=O	2	8	-3	-9	-6	-12	-8	-3	-34	11	-4
C=CCc1c(C)nc(C)nc1N/N=C/c1ccc([N+](=O)[O-])cc1	-6	6	-3	-8	3	1	-13	3	-2	-4	-6
CCN(CC)c1ccc(C(=O)OCC(=O)Nc2cccc(S(=O)(=O)NC3=NCCCCC3)c2)cc1	4	8	2	-23	8	5	-41	-4	-8	-1	0
CCNS(=O)(=O)c1ccc(NC(=O)c2c(-c3ccccc3)noc2C)cc1	0	10	-5	-11	-9	-4	5	-14	-6	8	1
C=CCNC(=O)c1cc(Cl)cc(Cl)c1	-3	14	-3	-3	-15	7	-16	20	13	13	-1
CC(Cc1ccccc1)C(=O)N[C@@H](CO)Cc1ccccc1 (stereo not given in full)	-10	-1	5	-12	-19	-12	-6	-19	3	-15	-5
CCN(Cc1ccccc1)c1cc2c(c3c1ccn3C)C1CCC2C1 (stereo not given)	2	23	-19	-10	-1	-7	-1	-24	11	14	/

The list goes on; the last 2 above are carried over.
SMILES	Granule exo inh	NCOA3 inh	ABHD5-PLIN5 inh	NOD2 RIPK2 PPI	NR5A2 inv ag	TROY signal inh	SRC2 inh	TWEAK Fn14 block	NR2F2 inh	SRC1 inh	TLR9-MyD88 block
CC(Cc1ccccc1)C(=O)N[C@@H](CO)Cc1ccccc1 (stereo not given in full)	-10	-1	5	-12	-19	-12	-6	-19	3	-15	-5
CCN(Cc1ccccc1)c1cc2c(c3c1ccn3C)C1CCC2C1 (stereo not given)	2	23	-19	-10	-1	-7	-1	-24	11	14	/
Cc1cc(C)c(OCC(=O)Nc2ccc(S(=O)(=O)N3CCOCC3)cc2)c(C)c1	-2	25	-15	-3	8	8	19	0	19	-13	0
O=C(CCN1C(=O)/C(=C/c2ccc(F)cc2)SC1=S)NCCc1cnc[nH]1	1	-1	-12	-4	-18	-17	-4	-16	-3	14	6
O=C(O)c1cccc(N/C(=N\S(=O)(=O)c2ccccc2)c2ccccc2)c1	-4	12	4	-2	-2	-5	-35	10	4	-14	-10
Cc1c(C)c2c(OCC(=O)NCc3ccccn3)cc3c(c2oc1=O)CCC(C)(C)O3	-2	-2	-2	-1	-3	-17	2	6	-6	10	-2
O=C(CSc1nnc2scc(-c3ccccc3)n12)Nc1nsc(-c2ccc(Cl)cc2)n1	6	4	1	3	-3	28	6	54*	-10	-19	10
FC(F)(F)c1cc(-c2ccccc2)nc(NCC2CCCO2)n1 (stereo not given)	-1	0	-1	11	-2	2	8	9	-17	12	-1
CC(C)Cn1c(=O)c2c(nc3n2CCS3)n(C)c1=O	8	8	-6	4	-15	13	7	4	-11	-11	-1
Cc1ccc(S(=O)(=O)N(CC(=O)N/N=C/c2ccco2)Cc2ccccc2)cc1	-2	15	-6	-3	13	24	-11	-4	11	13	7

The list is partial (hit frequency here may not be typical).
